# M4 antag = antagonists of human muscarinic M4 receptor (CHRM4) | hit rate 0.73% among 360,000 | CHO-hM4 cells, ACh EC80, Fluo-8 calcium fluorescence | inhibition, % at 3 µM;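 active means inhibition above its plate's cutoff, the mean inhibition of sample wells plus 3 SD, cut at about 27% in these data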;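 further: 0% = acetylcholine EC80 with DMSO and 100% = DMSO without agonist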
# Target sequence (P08173 whole entry, looked up): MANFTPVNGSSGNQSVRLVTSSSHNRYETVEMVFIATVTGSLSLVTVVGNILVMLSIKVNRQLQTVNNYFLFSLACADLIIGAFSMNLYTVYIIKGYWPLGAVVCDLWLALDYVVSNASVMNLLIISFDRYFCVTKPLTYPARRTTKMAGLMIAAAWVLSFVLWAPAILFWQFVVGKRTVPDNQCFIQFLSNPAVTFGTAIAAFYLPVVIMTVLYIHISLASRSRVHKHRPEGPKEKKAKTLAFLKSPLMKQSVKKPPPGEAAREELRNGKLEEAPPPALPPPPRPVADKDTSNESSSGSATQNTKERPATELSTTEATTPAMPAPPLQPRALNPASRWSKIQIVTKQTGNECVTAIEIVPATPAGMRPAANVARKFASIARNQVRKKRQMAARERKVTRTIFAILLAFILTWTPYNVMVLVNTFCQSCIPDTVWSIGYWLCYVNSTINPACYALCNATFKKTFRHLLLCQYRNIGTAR
# CHRM4 agonist = agonists of human muscarinic M4 receptor (CHRM4); P08173; CHO-K1 hM4/Gqi5, Fluo-8 calcium fluorescence; vehicle 0%, full acetylcholine response 100%; activation, % at 3 µM; hit rate 0.14% among 360,000; AID 624127;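 active means activation above the run mean over all test wells plus 3 SD, cut at about 32% in these data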;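 further: peak over basal fluorescence ratio per well then scaled between controls; 0% = DMSO wells and 100% = acetylcholine at EC100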
# CHRM1 PAM = human CHRM1 positive allosteric modulation | hit rate 0.088% among 360,000 | P11229 | activation, % at 3 µM | CHO-K1 hM1, Fluo-8 calcium fluorescence, ACh EC20; 0% = ACh EC20, 100% = maximal ACh; in the data active means activation above about 19%, passing the limit was not always enough
# CHRM1 antagonist = blocks human M1 muscarinic receptor | CHO-K1 hM1, Fluo-8 calcium fluorescence, ACh EC80 antagonist | inhibition, % at 3 µM | hit rate 1.3% among 360,000;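 active means percent inhibition above its own plate's cutoff, namely the mean of that plate's compound wells plus 3 SD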;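 further: peak over basal fluorescence ratio during 140 s after agonist addition; 0% = ACh EC80 plus DMSO and 100% = DMSO alone without agonist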
# CHRM1 agonist = agonists of human M1 muscarinic receptor; hit rate 0.33% among 360,000; activation, % at 3 µM; P11229; CHO-K1 hM1, Fluo-8 calcium fluorescence, agonist mode; 0% DMSO, 100% acetylcholine EC100;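 active means activation above the run's mean compound activation plus 3 SD, cut at about 16% in these data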;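 further: peak over basal fluorescence ratio within a 140 s kinetic read after compound addition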
# M1 ag parental = nonselective activator or artifact in parental CHO-K1 cells; activation, % at 3 µM; hit rate 0.48% among 360,000; Fluo-8 calcium fluorescence; scaled to maximal ATP response, vehicle zero; in the data active means activation above about 15%;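 further: untransfected CHO-K1 host cells lacking M1 receptor as counterscreen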
# CHO parental Ca = signal in parental CHO cells, OX1R antagonist counter-screen. parental CHO-K1, ATP-induced calcium, Fluo-8 fluorescence. inhibition, % at 5.6 µM. hit rate 0.63% among 330,000. AID 463079;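 active means inhibition above that plate's mean sample inhibition plus 3 SD, cut at about 26% in these data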;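 further: 0% = ATP-challenged DMSO wells and 100% = DMSO wells without ATP; some compounds past the cut are filed as inactive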
#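 Assay system: parental CHO cells; Read-out basis: percent inhibition of ATP-evoked calcium rise, normalized to controls; Benchmarks: ATP and no-ATP DMSO wells; Compound dosing: single nominal dose of 5.6 µM per compound; Signal: Fluo-8 calcium dye fluorescence; Also added: ATP as calcium-mobilizing challenge; Repeats: singlicate.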
# CHO-K1 Ca antag = M1 antagonist counterscreen hit in parental CHO-K1 cells | inhibition, % at 3 µM | hit rate 0.6% among 360,000 | ATP-induced calcium, Fluo-8 fluorescence;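 active means inhibition above a per-plate cutoff, the plate's mean sample inhibition plus 3 SD, cut at about 24% in these data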;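 further: 0% = DMSO plus EC80 ATP and 100% = DMSO alone without ATP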
# OXTR potentiate = potentiators of human oxytocin receptor; CHO-OTR cells, Fluo-8 calcium fluorescence, potentiator mode; 0% = oxytocin EC15, 100% = EC100; activation, % at 3 µM; hit rate 0.061% among 320,000;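 active means activation above that plate's cutoff, the mean activation of tested compounds plus 3 SD, cut at about 6.6% in these data, passing the limit was not always enough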;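 further: 100% uses oxytocin at 75 nM as the full agonist control; some results filed as inactive read as strong as hits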
# Target sequence (P30559 whole entry, looked up): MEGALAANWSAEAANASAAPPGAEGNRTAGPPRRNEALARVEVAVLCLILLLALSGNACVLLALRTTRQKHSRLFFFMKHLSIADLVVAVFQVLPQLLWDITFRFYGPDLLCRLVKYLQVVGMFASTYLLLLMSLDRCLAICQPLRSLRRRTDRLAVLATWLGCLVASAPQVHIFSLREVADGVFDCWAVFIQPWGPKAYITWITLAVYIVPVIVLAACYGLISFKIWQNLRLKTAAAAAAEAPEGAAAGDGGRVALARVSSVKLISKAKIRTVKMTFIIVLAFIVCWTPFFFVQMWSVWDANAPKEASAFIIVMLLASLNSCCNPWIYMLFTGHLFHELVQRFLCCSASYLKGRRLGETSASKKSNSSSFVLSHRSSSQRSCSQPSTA
#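 Material: CHO-OTR cells, human receptor; compound dosing: single dose, 3.0 µM nominal final compound concentration; schedule: 6 min compound pre-incubation at room temperature, 100 s kinetic read; measured by: kinetic Fluo-8 calcium fluorescence; read-out basis: % activation vs EC15 and EC100 oxytocin; controls: EC15 oxytocin alone as 0%, 75 nM oxytocin as 100%; replicates: singlicate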
# * hit, by the source's call; . = no result given. Compounds as they come (roughly 2.9% active in at least one column).
SMILES,M4 antag,CHRM4 agonist,CHRM1 PAM,CHRM1 antagonist,CHRM1 agonist,M1 ag parental,CHO parental Ca,CHO-K1 Ca antag,OXTR potentiate
COc1ccc(CNc2nc3c(c(=O)n(Cc4ccc(F)cc4)c(=O)n3C)n2C)cc1,-2,1,5,-6,-2,0.0,-5,4,0
O=C1NCCN(Cc2ccc(-c3ccccc3)cc2)C1CC(=O)N1CCN(CCO)CC1 (stereo unspecified),6,11,-5,1,-5,2.8,1,7,-10
Cn1c(=O)c2c(nc(CN3CCN(C(=O)c4ccco4)CC3)n2Cc2ccc(F)cc2)n(C)c1=O,-2,1,8,-15,-6,0.7,-25,-6,-5
COCCNc1ncnc2c1ncn2[C@H]1CN(CCc2ccccc2)C[C@@H](CO)O1,-8,0,0,0,-3,-0.2,.,4,.
COc1ccc(Cl)cc1NC(=S)NCc1ccco1,7,1,4,-4,-5,0.9,0,6,-3
O=C(Nc1ccc(S(=O)(=O)N2CCCC2)cc1)c1ccc([N+](=O)[O-])o1,-11,7,2,3,-7,1.4,-4,6,-6
CCOc1ccc(CCNC(=O)CN2C(=O)NC3(CCCCC3C)C2=O)cc1OCC (stereo unspecified),-2,1,4,-4,-2,0.9,-14,-10,2
CCCCC(=O)NCCc1cc2c(C)ccc(C)c2[nH]c1=O,1,-1,14,-10,0,0.1,-4,-8,-3
O=C(Nc1ccc(Cl)cc1)Nc1ccccc1C(=O)NCc1ccco1,1,5,0,-2,-7,1.8,-18,2,-3
CC(=O)c1ccc(N(C(=O)CNC(=O)c2cccs2)C(C(=O)NCC2CCCO2)c2ccccc2)cc1 (stereo unspecified),7,2,17,-19,-5,0.8,-8,-21,-2
CCOC(=O)C1=CC[C@H]2c3c(c4ccccc4n3C)C(=O)C1N2Cc1ccccc1,-8,2,0,2,-8,0.0,-19,-15,8
CCOC(=O)C1=C(C)N(C[C@@H]2CC[C@@H](Cc3ccc4cc(OC)ccc4c3)O2)C(=O)NC1c1ccc(OC)cc1 (stereo partly specified),-7,0,0,-5,-2,0.1,-21,-11,.
O=S(=O)(NCc1ccc2c(c1)OCO2)c1ccc2oc3ccccc3c2c1,-1,2,-6,0,-4,3.0,-4,1,-5
O=C(Nc1nc(OCC(F)(F)F)cnc1/C=C\c1ccccc1)c1ccccc1,-8,1,12,-22,-4,0.4,.,-10,.
COc1ccc(CNC(=O)CSc2nc3ccc(OC)cc3[nH]2)cc1,0,-1,5,-15,-5,-0.1,-19,-4,-8
Cc1cc(-c2nc(C)c(C(=O)NNS(=O)(=O)c3ccccc3)s2)no1,7,0,5,-7,-4,1.0,3,-8,-4
O=C(CN1C(=O)c2ccccc2S1(=O)=O)N1CCc2ccccc21,-12,0,10,-9,-4,0.4,1,-16,-11
Cc1nc2ccc3nc(NC(=O)c4ccc5c(c4)OCCO5)sc3c2s1,5,1,-10,20,-2,-0.2,-5,5,0
Cc1ccccc1NC(=O)CSc1n[nH]c(-c2ccccn2)n1,0,1,9,-13,-2,1.3,-13,-8,4
Cc1cccc(NC(=O)/C(C#N)=C/c2cn(CC(=O)NCc3ccco3)c3ccccc23)c1C,-2,4,4,-2,-3,2.1,8,6,-7
O/N=C1/CCCCC1c1ccccn1 (stereo unspecified),2,1,4,-27,-2,0.3,-8,-12,-4
O=C(CN1C(=O)C(=O)c2ccccc21)c1ccc(Cl)cc1,-8,1,1,1,-2,5.6,-6,-15,-5
CC1CCN(C(=O)c2ccccc2NC(=O)c2cccs2)CC1,5,0,4,-8,-4,1.6,-8,-7,-8
COc1cc(-c2cc(NC=O)c3ncc(-c4ccc(C(C)=O)cc4)n3c2)cc(OC)c1OC,-14,14,-3,1,-2,4.1,.,-6,.
CN(C)CCCN(C(=O)c1ccc(Br)s1)c1nc2cc3c(cc2s1)OCCO3,1,9,-2,5,-4,0.5,-15,0,2
C/C(CC1CC(C)OC1=O)=N\NC(N)=S (stereo unspecified),-4,1,2,-4,-7,1.1,-4,-10,-9
CC(C)c1ccc(S(=O)(=O)N2CCCCC2)cc1,0,-1,-7,3,-12,0.9,-1,-1,-2
Cc1nc(SCC(=O)N2CCNC2=O)c(C#N)c(C)c1C,-2,1,-3,-2,-1,-0.3,.,10,.
Cc1cc(C)c(S(=O)(=O)Nc2ccccc2-c2ccccc2)c(C)c1,9,-1,-2,-4,-15,0.5,-10,-22,-8
COC(=O)c1ccc2c(=O)n(-c3ccccc3F)c(=S)[nH]c2c1,0,2,4,-2,-3,2.5,-4,-12,-17
c1ccc(-c2nnc(CSc3nnc(-c4cccs4)o3)o2)cc1,2,-1,8,-8,-5,0.1,-15,-2,4
O=C(Nc1nnc(-c2ccccc2)s1)c1cc(S(=O)(=O)N2CCOCC2)c(Cl)cc1Cl,4,0,4,-9,-2,0.3,-7,3,3
COc1ccc(-c2cncnc2N)cc1OC,-6,1,11,-8,-3,1.2,.,0,.
COC(C[C@H](O)C[C@@H](O)COCc1ccccc1)OC,-4,1,7,0,-4,0.9,.,-16,.
Cc1ncc(CO)c2cc(C(=O)Nc3ccccc3Cl)c(=Nc3cccc(C(N)=O)c3)oc12,-9,1,7,-17,0,0.9,-14,-8,-14
Cc1ccc2c(c1)C(=O)C(=O)N2CC(=O)Nc1ccc(N2CCOCC2)cc1,-5,1,7,-10,-4,0.8,1,-7,-20
CC(=O)c1cccc(NC(=O)CCCSc2ccccc2)c1,10,9,5,-6,-1,5.0,-8,4,-5
COc1ccc2c(=O)c(N3C(=O)c4ccccc4C3=O)c(C)oc2c1,0,0,0,-24,0,-0.3,-9,-20,-1
COCc1cc(C)nc(OCC(=O)N/N=C/c2ccccc2)c1C#N,-4,1,6,-4,-8,0.3,-12,-8,-8
N=c1n(CCN2CCCCC2)c2ccccc2n1CC(=O)c1ccc(Cl)c(Cl)c1,9,2,8,-14,-5,0.0,-29,4,2
CN(CC(=O)Nc1sccc1C#N)Cc1ccccc1,3,1,12,-7,-6,1.7,-11,-13,-6
CC(NC(N)=O)C(=O)OCc1ccc(Cl)cc1Cl (stereo unspecified),-1,0,2,-8,-2,-0.1,7,-1,-3
CCOc1ccc(C(=O)Nc2ccccc2OC(F)F)cc1,-1,0,10,-14,-4,-0.3,-13,-9,5
O=C(COC(=O)c1ccc(Br)cc1)NCCC1=CCCCC1,0,0,8,-12,-5,0.8,0,-17,-5
COc1ccc(C(=O)NNC(=O)c2ccncc2)cc1[N+](=O)[O-],0,1,15,-10,-1,0.2,-1,-12,1
O=S(=O)(N1CCOCC1)n1c(Cc2ccccc2)nc2ccccc21,5,3,1,-1,-5,2.6,-16,-19,-3
CN(C)CCCNC(=O)c1ccc(-c2ccccc2)cc1,-7,2,5,-20,-6,0.4,-7,0,-8
CCc1ccccc1NC(=O)CCN1C(=O)C2CC=CCC2C1=O (stereo unspecified),1,0,1,10,2,5.8,-2,7,-2
COC(=O)C1=CO[C@@H](O[C@@H]2O[C@H](CO)[C@@H](O)[C@H](O)[C@H]2O)C2C1C=C[C@@]2(O)CO (stereo partly specified),-17,3,17,-15,1,0.8,-5,-9,3
CCN(CC#CCC(O)(c1ccccc1)C1CCCC1)C(C)C (stereo unspecified),92*,2,-21,99*,-5,1.7,-22,-7,-14
Cc1nc2ccc(NC(=O)N3CCOCC3)cc2s1,-12,1,7,-7,-4,0.2,0,-7,-9
CCN(CC)S(=O)(=O)c1cccc(C(=O)NCC(=O)OCC(=O)NCc2ccccc2)c1,4,2,7,-5,-2,1.1,-11,6,-5
CC(C)Oc1ccc(C(=O)O)c(C(=O)O)c1,10,2,-1,-4,0,0.6,-18,-18,-2
O=C(OCC(=O)N(c1ccccc1)C1CCCCC1)c1ccc(CO)cc1,-1,4,-5,7,0,2.5,-9,-15,-9
O=C1c2ccccc2C(Nc2ccc3c(c2)OCCO3)N1Cc1ccc2c(c1)OCO2 (stereo unspecified),-1,11,2,-5,2,2.9,-2,-21,-7
COc1ccc2nc(SCC(=O)NCc3ccc4c(c3)OCO4)[nH]c2c1,-1,2,8,-10,-9,0.5,-16,-7,-6
CC1=C(C(=O)NCc2ccccn2)C2(CCC(C)CC2)OC1=O (stereo unspecified),-7,1,1,-2,-3,1.2,-9,4,1
Cc1cccc(NC(=O)C2CCN(C(=O)N3CCOc4ccccc43)CC2)c1C,-10,3,-4,1,-2,1.1,-1,0,-6
CCOc1cc(N2CCOCC2)c(OCC)cc1NC(=O)COc1ccccc1[N+](=O)[O-],3,5,-6,2,-3,2.4,-6,-7,-15
Cc1ccc(OCCOc2ccc(S(=O)(=O)N3CCCC3)cc2C(N)=O)cc1,-9,2,8,-1,-5,0.6,-24,4,-8

# Later entries
SMILES,M4 antag,CHRM4 agonist,CHRM1 PAM,CHRM1 antagonist,CHRM1 agonist,M1 ag parental,CHO parental Ca,CHO-K1 Ca antag,OXTR potentiate
CC(Oc1cc(-c2ccccc2)cc2ccccc12)C(=O)N1CCOCC1 (stereo unspecified),-6,3,4,-3,-2,0.4,-26,5,-5
O=S(=O)(NCCN1CCOCC1)c1ccc2ccccc2c1,-14,0,0,9,-2,0.4,-6,-2,1
Cc1ccc(C(=O)Nc2ncccc2C)o1,3,0,2,5,0,0.7,.,-2,.
COC(=O)c1cc(NC(=O)c2cc(-c3ccc(C(F)(F)F)cc3)oc2C(F)(F)F)ccc1N1CCOCC1,-3,0,9,-18,-5,-0.2,-4,-5,-1
O=C(NCCCN1CCOCC1)c1cc(-c2cccc(O)c2)on1,3,1,-1,7,-3,0.0,8,0,-4
CCOC(=O)C1=CCC(c2ccc(Cl)cc2)N(S(=O)(=O)c2ccc(C)cc2)C1 (stereo unspecified),-10,2,-9,12,-2,0.3,.,22,.
O=C(Cn1c(C(F)(F)F)nc2ccccc21)N1CCCC1,-2,0,6,-14,-2,-0.1,-11,-3,-2
O=C1CCCN2N=C(SCC(=O)Nc3nc4ccccc4s3)SC2=N1,2,2,3,-1,-2,4.2,-7,-13,-7
O=C(NC1CCCCC1)C(c1ccccc1)N1CCC2(CC1)OCCO2 (stereo unspecified),-3,1,-1,4,-4,0.4,-19,-3,-9
CCOC(=O)C(=NC1CCCCC1)NNc1cccc(C(F)(F)F)c1,2,-1,5,-6,-8,0.9,-34,-5,-5
COc1ccc(CNC(=S)N/N=C(/C)c2ccccc2)cc1,5,0,7,-5,-3,0.4,-5,0,-13
O=C1COc2ccc(S(=O)(=O)CCC(=O)N3CCN(c4cccc(Cl)c4)CC3)cc2N1,-18,13,-3,8,-1,4.9,11,5,-12
c1ccc(-c2nnc(-c3ccncc3)o2)cc1,-4,3,4,-24,-4,0.1,-7,-20,-5

# Shown as a hit in M4 antag (from the list above):
molecule	M4 antag	CHRM4 agonist	CHRM1 PAM	CHRM1 antagonist	CHRM1 agonist	OXTR potentiate
CCN(CC#CCC(O)(c1ccccc1)C1CCCC1)C(C)C (stereo unspecified)	92*	2	-21	99*	-5	-14

# Bioassay records deposited in PubChem BioAssay by The Scripps Research Institute Molecular Screening Center.
